Assay outcomes as filed in PubChem.
TbPYK inhibitor: qHTS of Trypanosoma Brucei Inhibitors. pyruvate kinase (Trypanosoma brucei), Q57TT1. TbPYK enzyme, Kinase-Glo Plus ATP luminescence, 45 min. Potency, µM (titrated, usually from 76.8 µM), inactives show at the top dose activity, negative = inhibition, most hits filed as inhibitors. actives 0.12% (n = 410,000); active means well fitted inhibition curve with a large enough effect; further: nearly all actives have a fitted effect of over 50% in size
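Luminescent Kinase-Glo Plus end-point after 45 min room-temperature reaction of T. brucei pyruvate kinase started with 130 uM ADP (final). Buffer TEA 50 mM pH 7.2 with KCl, MgCl2, BSA, Tween-20; titration-based qHTS with fitted concentration-effect curves.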
Active calls of the source: *; [ ] = dose if it differs, or a comment. On the % scale 0 is the no-effect control and ±100 the full control effect; potency means the concentration at half of the fitted maximal effect.

SMILES	TbPYK inhibitor
COC(=O)c1cnc(NC(=O)C2(C)CCCN(C(C)=O)C2)s1 (stereo unspecified)	0%
CCOc1ccc2nc(N3CCCC(C(=O)NCCc4ccc(Cl)cc4)C3)sc2c1 (stereo unspecified)	1%
CCCNC(=O)C1(C)CCCN(Cc2ccccc2Cl)C1 (stereo unspecified)	-2%
O=S(=O)(c1cccc(Cl)c1)N1CCN(S(=O)(=O)c2ccc3c(c2)OCCO3)CC1	4%
CCOc1cccc(C(=O)Nc2ccc(S(=O)(=O)N(Cc3ccccc3)c3ccccc3)cc2)c1	0%
COc1ccc(NC(=O)CCc2c(C)nc3c(-c4ccccc4)c(C)nn3c2C)cc1Cl	1%
Cc1ccc(-c2csc(-c3c(N)c(C(=O)c4ccc5c(c4)OCO5)n4ccccc34)n2)cc1	1%
CCOc1ccccc1CNC(=O)c1ccc(Cn2c(SCc3ccccc3)nc3cccnc32)cc1	-6%
C[C@@H]1CN([C@H](C)CO)S(=O)(=O)c2ccc(Br)cc2O[C@@H]1CN(C)Cc1ccc(C(=O)O)cc1	1%
O=C(Nc1cccc2ccccc12)c1ccc2sc([C@@H]3O[C@H](CO)[C@H](O)[C@H](O)[C@H]3O)nc2c1	-15%
Cc1ccccc1CNCCSc1nnnn1C	-2%
N#Cc1ccccc1NC(=O)CSc1ncn[nH]1	-1%
Cc1cccc(NC(=O)Cn2cc(C(=O)C3CCCCC3)c3ccccc32)c1	3%
CCc1ccc(N(CC)C(=O)c2ccc3c(=O)n4c(nc3c2)CCCCC4)cc1	-7%
COc1ccc(-c2noc(-c3ccc(NCCc4ccccc4)c([N+](=O)[O-])c3)n2)cc1OC	1%
COc1ccc(C2OC(CCc3ccccc3)Cc3[nH]c(=S)[nH]c(=O)c32)cc1 (stereo unspecified)	-14%
C[C@H](NC(=O)c1nc[nH]c1C(=O)N(C)CCO)c1ccccc1	7%
CCCCN1CC(N2CCN(Cc3cccc(C)c3)CC2)CS1(=O)=O (stereo unspecified)	-1%
O=C(CSc1nnc2[nH]c(=O)cc(-c3ccccc3)n12)Nc1ccc(OC(F)(F)F)cc1	-5%
O=C1C(=O)N(C2CCN(C(=O)c3ccccc3F)CC2)CCN1Cc1ccc(F)cc1	2%
CCOC(=O)C1CCN(c2nc3c(S(=O)(=O)c4ccc(C)c(C)c4)nnn3c3ccc(Cl)cc23)CC1	3%
Cn1c(SCC(=O)Nc2nc3ccccc3s2)ncc(C(=O)Nc2ccccc2)c1=O	-9%
Cc1c(C#N)c2n(c1C)CCCC(=O)N2	-3%
COc1ccc(NC(=O)C2CCCN(c3ncnc4c3nc3n4CCCCC3)C2)c(OC)c1 (stereo unspecified)	7%
COc1ccc(NC(=O)Cn2cc(C(=O)C3CCCCC3)c3ccccc32)cc1	-1%
CC(C)C(=O)N1CCCC1(C)C(=O)Nc1ccc2c(c1)OCO2 (stereo unspecified)	-13%
COc1ccc(NC(=O)CCc2nc(C3=CCN(Cc4cccc(Cl)c4)CC3)no2)c(OC)c1	3%
CC(=O)Nc1ccc(-c2ccnc3c2CC(C(=O)Nc2cccc(C(F)(F)F)c2)O3)cc1 (stereo unspecified)	2%
Cc1cc(C)cc(-n2nnc3ccccc3c2=O)c1	-1%
Cc1cc(C)n2c(Nc3ccc4c(c3)OCCO4)c(C(C)C)nc2n1	1%
COc1ccc(C(=O)c2[nH]c(N)c(C(=O)NCCc3c[nH]c4ccccc34)c2-c2ccc(Cl)cc2)cc1	-3%
CCCN(CCC)CCCNC(=O)Cn1cc2c(n1)-c1c(oc(C(=O)N3CCCC3)c1C)CC2	-2%
CN(C)c1ccc(/C=C/c2nc(-c3ccccc3O)n(-c3ccccc3)n2)cc1	-3%
CCOc1ccc(-n2c(=O)c3c(C)c(C)sc3n(CC(=O)N(CC)Cc3ccccc3)c2=O)cc1	2%
CCOCCCNC(=O)C1CCCN(c2ncnc3onc(C)c23)C1 (stereo unspecified)	-4%
CCOc1cc(C2c3c(-c4cc(C)ccc4O)n[nH]c3C(=O)N2CCCOC(C)C)ccc1O (stereo unspecified)	-9%
Cn1c2ccccc2c2c(C(=O)N3CCN(c4cccc(C(F)(F)F)c4)CC3)cn(C3CCCCC3)c(=O)c21	0%
COc1ccc(-c2csc(C(O)c3ccc(F)c(OC)c3)n2)cc1 (stereo unspecified)	-5%
CCC(CC)C(=O)N(C)c1c(C)nc2c(OCCC3CCCCC3)cccn12	-7%
COc1ccccc1NC(=O)N(C)C[C@H]1Oc2ncc(C#CCN(C)C)cc2C(=O)N([C@H](C)CO)C[C@H]1C	-2%
CCc1ccc(-c2cn3nc(CC)sc3n2)cc1	0%
CCOc1ccc(NC(=O)c2ccc3[nH]c(C)cc(=O)c3c2)cc1	2%
CCc1c(O)nc(SCC(=O)Nc2c(C)cccc2C)n(-c2ccc(F)cc2)c1=O	3%
O=C(Cn1c(Cn2c(-c3cnccn3)nc3ccccc32)nc2ccccc21)c1ccc(OC(F)(F)F)cc1	3%
Cc1ccc(-c2c(CN3CCN(c4cc(C)ccc4C)CC3)csc2C)cc1	-7%
COc1ccc(C(=O)NNC(=O)Cn2nc(C)cc2C)cc1S(=O)(=O)N1CCOCC1	4%
COc1ccc(NC(=O)c2ccc3[nH]c(C)cc(=O)c3c2)cc1	-5%
Cc1ccc(NC(=O)CSc2nc3ccc(NC(=O)CCc4ccccc4)cc3s2)cc1	0%
O=C(Nc1cccc(Br)c1)N1CCC(CN2CCCCCC2)CC1	-5%
CCOc1ccccc1NC(=O)c1ccc2c(Cl)c3c(nc2c1)CCC3	0%
COC(=O)c1c(NC(=O)CS(=O)(=O)c2ccc(C)cc2)sc2c1CCCC2	7%[15.4 µM]
CCCNC(=O)C1(C)CCCN(Cc2cccc(C#N)c2)C1 (stereo unspecified)	1%
CCN(CC)S(=O)(=O)c1ccc2c(c1)N(CC(=O)NCc1ccccc1)C(=O)CS2	-6%
Cc1c(C(=O)NCCc2ccc(Cl)cc2)cccc1-n1cnc2cccnc21	0%[15.4 µM]
NC(Cc1ccc(C(F)(F)F)cc1)c1csc(NC(=O)NCCc2ccccc2)n1 (stereo unspecified)	-7%
O=C(CC[C@H]1O[C@@H](n2cnc3c(NC(=O)c4ccccc4)ncnc32)[C@H](O)[C@@H]1O)NCC1CCCO1 (stereo partly specified)	9%
Cc1ccccc1-c1nc(CS(=O)(=O)CC(=O)Nc2cc(Cl)cc(Cl)c2)c(C)o1	2%
O=C(C(=Cc1ccc(F)cc1)C(=O)c1ccccc1)c1ccccc1	3%
CCN(CCCNC(=O)c1cc(Nc2ccc(OC)cc2OC)nc2ccccc12)c1cccc(C)c1	-2%
O=C(Nc1cc2ccc(O)cc2oc1=O)c1ccc(F)cc1	-8%

Next section:
SMILES	TbPYK inhibitor
COC(=O)CCC(=O)N1CCC(Oc2cccc(C(=O)NCc3ccccn3)c2)CC1	-14%
COCCCn1cc(CN2CC(N3CCN(C)CC3)CS2(=O)=O)nn1 (stereo unspecified)	-6%
COc1ccc2c(C)c(CCC(=O)NCCc3ccc(Cl)cc3)c(=O)oc2c1	-1%
CCOC(=O)c1c(C)oc2ncnc(Nc3cc(Cl)ccc3OC)c12	3%
C[C@H]1CN([C@@H](C)CO)C(=O)CCCn2cc(nn2)CO[C@@H]1CN(C)C(=O)Nc1ccnc(N2CCOCC2)c1	1%
COC(=O)[C@@]1(Cc2ccc(F)cc2)[C@H]2c3cc(C(=O)N4CCCC4)n(Cc4ccc(OC(F)(F)F)cc4)c3C[C@H]2CN1C(=O)c1ccccc1	-7%
Clc1ccc(Nc2nc(-c3ccccc3)c3cc(Cl)ccc3n2)cc1	-3%
Cc1nnc(NC(=O)CSc2nc3c([nH]c4ccccc43)c(=O)n2-c2cccc(Cl)c2)s1	-1%
COc1ccc(N2C[C@H](Cc3ccccc3)[C@@H](CC(=O)Nc3ccccc3)C2=O)cc1	1%
Cc1csc(CN(C)C(=O)CC2C(=O)NCCN2Cc2ccccc2C)n1 (stereo unspecified)	-13%
CCCCN(CC)C(=O)CSc1nc2n[nH]c(C)c2c(=N)n1-c1cccc(OC)c1	0%
N#CCCN(C(=O)Nc1ccc(Cl)c(Cl)c1)C1CCCCC1	-4%
CCN1C(=O)c2ccccc2Sc2ccc(NC(=O)Cc3ccc(OC)c(OC)c3)cc21	2%
COc1ccc(-c2csc(C(O)c3ccc(F)cc3)n2)cc1OC (stereo unspecified)	0%
COc1ccccc1S(=O)(=O)N(C)C[C@H]1Oc2cc(C#CCC3CCCC3)ccc2S(=O)(=O)N([C@H](C)CO)C[C@H]1C	-1%
Cn1c(=O)cnc2cnc(Oc3ccccc3)nc21	2%
O=C(c1ccc(CNS(=O)(=O)c2ccc(F)cc2)cc1)N1CCCCCC1	0%
CCS(=O)(=O)N1CCc2cc(C(=O)Nc3cc(C)cc(C)c3)ccc21	-5%
Cc1ccc(C)c2sc(N3CCN(C(=O)c4ccco4)CC3)nc12	-1%
O=C(Oc1ccccc1)N1CCC[C@@]2(CCN(c3ccccc3)C2)C1	0%
CC1=C(C(=O)N2CCOCC2)CC(CC(=O)NCc2cccs2)C(=O)N1Cc1ccc(C(C)(C)C)cc1 (stereo unspecified)	9%
COc1cc(OC)cc(C2=Cc3ccc(OC)cc3C(CC(C)=O)N2c2ccc(-c3cccs3)cc2)c1 (stereo unspecified)	-1%
COc1ccccc1NC(=O)CCN1CCC(C(N)=O)CC1	4%
CC(C)(C)c1ccc(CC(=O)N2CCC2(C)C(=O)NS(=O)(=O)c2cccc(OC(F)F)c2)cc1 (stereo unspecified)	3%
CCOc1ccccc1C(=O)NCC(=O)N(C)CC(=O)Nc1ccc(N2CCOCC2)cc1	1%
COc1ccc(CNC(=O)CC[C@H]2O[C@@H](n3cnc4c(NC(=O)c5ccccc5)ncnc43)[C@H](O)[C@@H]2O)cc1	2%
O=C(O)c1ccc(CN2C[C@@H](CO)O[C@@H](n3cnc4c(N5CCOCC5)ncnc43)C2)cc1	-7%
CC1CCC(N2CC(=O)N(C3CCCCC3)C(c3ccc(Cl)cc3)C2=O)CC1 (stereo unspecified)	2%
O=C(CN1C(=O)COc2ccc(S(=O)(=O)N3CCOCC3)cc21)N1CCN(c2cccc(C(F)(F)F)c2)CC1	0%
Nc1ncnc2c1ncn2[C@@H]1O[C@H](C(=O)NS(=O)(=O)c2cccc(F)c2)[C@@H](O)[C@H]1O	6%

The closing two records of the part before are carried over, then new ones follow:
SMILES	TbPYK inhibitor
O=C(CN1C(=O)COc2ccc(S(=O)(=O)N3CCOCC3)cc21)N1CCN(c2cccc(C(F)(F)F)c2)CC1	0%
Nc1ncnc2c1ncn2[C@@H]1O[C@H](C(=O)NS(=O)(=O)c2cccc(F)c2)[C@@H](O)[C@H]1O	6%
CCOc1ccc(CNC(=O)c2c(C)nn(-c3ccc(F)cc3)c2-n2cccc2)cc1	-8%
O=C(COc1ccc(F)cc1)NCC(c1ccc(Cl)cc1)N1CCCCC1 (stereo unspecified)	0%
CC(C)CC(=O)Nc1c(C(=O)N2CCN(c3ccccc3)CC2)oc2ccccc12	-2%
CCN(C(=O)c1sc2nc3n(c(=O)c2c1C)CCCCC3)c1ccccc1F	7%
COc1cccc(-c2nc(CN3CCN(C(=O)c4ccco4)CC3)c(C)o2)c1OC	6%
c1ccc2c(c1)CN1C(=N2)COc2ccccc2C1c1nc2ccccc2[nH]1 (stereo unspecified)	3%
COc1cc(OC)c(C(=O)c2ccccc2[N+](=O)[O-])c(OC)c1	-14%
Cc1ccc(NC(=O)Cn2cc(S(=O)(=O)c3ccccc3)c(=O)c3cc4c(cc32)OCO4)cc1	-10%
Cc1ccc(NC(=O)Cn2cnc3c(oc4ccccc43)c2=O)cc1Cl	0%
CCOC(=O)c1c(C)oc2ccc(N(C(=O)c3ccncc3)S(=O)(=O)c3ccc(CC)cc3)cc12	-11%
CC(=O)N1CCC2(CC1)CN(c1ccccc1)C2	-6%
CCCCCC(=O)N1C[C@@H](O)[C@H](n2cc(C3CC3)nn2)C[C@@H]1c1ccc(OC)cc1	3%
COc1ccc(-c2nc(CSCC(=O)NCCC(C)C)c(C)o2)cc1OC	-6%
Cc1oc2ccc(O)c(CN3CCN(C)CC3)c2c1C(=O)Nc1cccc(C(F)(F)F)c1	2%
CCCCNC(=O)CSc1c2c(nc3ccc(Cl)cc13)CCCC2	0%
CCc1nc2c(OCc3ccc(F)c(F)c3)cccn2c1N(C)C(=O)C(C)C	0%
Cc1ccc2c(CC(=O)NCc3ccccc3)coc2c1C	2%
CSc1ncc(C(=O)NCc2ccccc2Cl)c(C(F)(F)F)n1	-4%
CCC(C(=O)Nc1ccc(S(=O)(=O)N2CCN(C)CC2)cc1)c1ccccc1 (stereo unspecified)	-7%
Cc1ccc(CNC(=O)C(C)n2nc(C)c3sc4ccccc4c3c2=O)cc1 (stereo unspecified)	3%

Gathered by group: the compounds so far containing an aryl thioether with sulfur outside any ring
SMILES	TbPYK inhibitor
CCOc1ccccc1CNC(=O)c1ccc(Cn2c(SCc3ccccc3)nc3cccnc32)cc1	-6%
Cc1ccccc1CNCCSc1nnnn1C	-2%
N#Cc1ccccc1NC(=O)CSc1ncn[nH]1	-1%
O=C(CSc1nnc2[nH]c(=O)cc(-c3ccccc3)n12)Nc1ccc(OC(F)(F)F)cc1	-5%
Cn1c(SCC(=O)Nc2nc3ccccc3s2)ncc(C(=O)Nc2ccccc2)c1=O	-9%
CCc1c(O)nc(SCC(=O)Nc2c(C)cccc2C)n(-c2ccc(F)cc2)c1=O	3%
Cc1ccc(NC(=O)CSc2nc3ccc(NC(=O)CCc4ccccc4)cc3s2)cc1	0%
Cc1nnc(NC(=O)CSc2nc3c([nH]c4ccccc43)c(=O)n2-c2cccc(Cl)c2)s1	-1%
CCCCN(CC)C(=O)CSc1nc2n[nH]c(C)c2c(=N)n1-c1cccc(OC)c1	0%
CCCCNC(=O)CSc1c2c(nc3ccc(Cl)cc13)CCCC2	0%
CSc1ncc(C(=O)NCc2ccccc2Cl)c(C(F)(F)F)n1	-4%

The list is partial, so the mix of outcomes need not match the whole.
